V-ATPase pH: alters yeast V-ATPase proton transport; actives 0.37% (n = 350,000); S. cerevisiae, pHLuorin cytosolic pH fluorescence; response, % at 10 µM; in the data active = response mostly above about 7.3%, no sharp cut-off; inactive = mostly below about 5.4%; also: actives read high; inactives centre near 0; some compounds called inactive have numbers as strong as hits; reference of the scale not given here
Arrestin-AP2 inh: blocks beta-arrestin peptide binding to AP2 adaptin | FITC-arrestin peptide / GST-AP2 beads, flow cytometry; AP2 beta2 appendage carries R879A mutation | inhibition, % at 10 µM | actives 0.31% (n = 340,000) | AID 504490;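 active = inhibition above a set limit, near 3 SD of compounds lacking own fluorescence, cut at about 54% in these data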;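 also: plate controls were DMSO wells for no effect and 5 µM unlabelled arrestin peptide for full effect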
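System: GST-AP2 R879A glutathione beads | Also added: FITC-arrestin peptide, 50 nM | Times: 12 min plus 1 h, RT | Signal: Bead flow cytometry, FITC channel | Buffer or medium: PBS with 0.05% Tween 20 and 0.1% BSA | Read-out basis: Percent drop in bead-associated FITC signal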
CAL PDZ FP-1: CAL PDZ (human) peptide binding inhibition; Q9HD26; purified CAL PDZ, TMR-peptide fluorescence polarization, 1 h; inhibition, % at 24.9 µM; actives 0.92% (n = 300,000); AID 602252;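 active = mean inhibition of at least 30% with at least half of replicates also reaching 30%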;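 also: 0% = DMSO neutral control and 100% = excess unlabeled competitor peptide PRC23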
DAGLB inhibitor: diacylglycerol lipase beta (human) inhibition. Q8NCG7. HEK293T DAGLB membrane lysate, EnzChek fluorogenic substrate. inhibition, % at 5.17 µM. actives 0.059% (n = 340,000); in the data active = inhibition above about 34%;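 also: 0% = enzyme with vehicle and 100% = wells lacking enzyme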
Target sequence (Q8NCG7 whole entry, looked up): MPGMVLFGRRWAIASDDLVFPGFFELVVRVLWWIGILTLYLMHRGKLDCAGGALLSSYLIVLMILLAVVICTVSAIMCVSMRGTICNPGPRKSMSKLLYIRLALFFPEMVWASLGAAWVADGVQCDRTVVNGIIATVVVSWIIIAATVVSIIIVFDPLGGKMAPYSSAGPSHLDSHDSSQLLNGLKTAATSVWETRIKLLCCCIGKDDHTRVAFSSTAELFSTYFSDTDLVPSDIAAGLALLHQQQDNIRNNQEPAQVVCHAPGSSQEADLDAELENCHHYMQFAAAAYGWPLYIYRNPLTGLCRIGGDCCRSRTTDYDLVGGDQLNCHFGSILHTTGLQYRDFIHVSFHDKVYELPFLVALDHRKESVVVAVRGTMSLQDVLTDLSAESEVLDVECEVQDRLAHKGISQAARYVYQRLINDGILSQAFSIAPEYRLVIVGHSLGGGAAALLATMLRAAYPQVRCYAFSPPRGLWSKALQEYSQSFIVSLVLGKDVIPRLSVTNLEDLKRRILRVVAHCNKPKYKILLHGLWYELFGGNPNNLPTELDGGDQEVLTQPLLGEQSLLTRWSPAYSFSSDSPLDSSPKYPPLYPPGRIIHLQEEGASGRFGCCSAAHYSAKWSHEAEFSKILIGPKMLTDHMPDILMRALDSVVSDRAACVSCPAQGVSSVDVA
CAL PDZ FP-2: inhibitors of human CAL PDZ peptide binding. inhibition, % at 20 µM. purified CAL PDZ, TMR-peptide fluorescence polarization, 1 h. Q9HD26. actives 0.02% (n = 330,000). AID 504414;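 active = highest replicate inhibition of at least 40%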;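 also: plate controls were DMSO neutral control wells for no effect and unlabeled competitor peptide control wells for full effect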
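material = purified tagged CAL PDZ domain construct (CerCALP) | compound dosing = 20 µM, one dose | times = 1 h at RT | measured by = fluorescence polarization from S- and P-plane intensities, G-factor corrected | read-out = inhibition from polarization loss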
Cardiac RTF inh: cardiac RTF calcium desensitization. P19429+P45379. IANBD-labeled cardiac RTF, Ca2+ fluorescence. inhibition, % at 7.15 µM. actives 0.12% (n = 340,000);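 active = inhibition above the mean inhibition of all tested compounds plus 3 SD, cut at about 17% in these data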;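 also: assay run at fixed EC70 calcium of 1.6 mM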
DSG3 Ab inh: inhibitors of pemphigus antibody binding to human desmoglein-3. P32926. binding (percent of control), % at 10 µM. actives 0.48% (n = 310,000). DSG3-coupled beads, scFv-anti-DSG3-GFP binding, flow cytometry; hits give low values;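 active = binding more than 3 SD below its plate's average and above zero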;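 also: hits lower antibody fragment binding to DSG3; some compounds called inactive have numbers as strong as hits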
NSD2 inh: inhibitors of human histone methyltransferase NSD2 | O96028 | NSD2 peptide methylation, AlphaScreen, 120 min | inhibition, % at 12.5 µM | actives 0.54% (n = 310,000) | AID 743445; in the data active = inhibition above about 50%
Keap1-Nrf2 PPI: Keap1-Nrf2 (human) interaction inhibition. Q14145. Keap1 Kelch-Nrf2 peptide fluorescence polarization, 1536-well. inhibition, % at 9.4 µM. actives 0.15% (n = 340,000). AID 504523; in the data active = inhibition above about 12%;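 also: human Keap1 Kelch domain with fluorescein labeled Nrf2 9mer peptide probe; 0% = neutral control wells and 100% = peptide positive control; higher means more block of Keap1 binding to Nrf2 peptide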
C-LANA FP: KSHV C-LANA DNA binding inhibition | MBP-C-LANA/FAM-LBS DNA binding, fluorescence polarization | inhibition, % at 9 µM | actives 0.078% (n = 340,000) | AID 504423;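 active = highest replicate inhibition at or above 60% at 9 µM, even if other replicates fall short; inactive = all replicates below 60% inhibition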;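 also: 0% = neutral control wells and 100% = 4 µM acridine orange control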
The depositor's hits bear a star; x = no result given.

Results follow in this order: V-ATPase pH, Arrestin-AP2 inh, CAL PDZ FP-1, DAGLB inhibitor, CAL PDZ FP-2, Cardiac RTF inh, DSG3 Ab inh, NSD2 inh, Keap1-Nrf2 PPI, C-LANA FP
Cc1ccc(S(=O)(=O)CCc2nnc(N)s2)cc1
 : 5, 13, -2, -4, -1.6, 1, 96, x, 0, 0.0
COc1ccccc1N1CCN(C(=O)NCc2ccc(Cl)cc2)CC1
 : 3, 11, -3, 16, -0.1, -19, 100, 0, -1, -1.8
CCCOCC(O)CC(CC)C(=O)NNC(=S)Nc1ccccc1 (configuration not stated)
 : -2, 28, 10, 1, 0.8, -7, 96, -1, 0, 0.4
Cc1onc(-c2c(Cl)cccc2Cl)c1C(=O)N1CCc2ccccc21
 : -1, 2, -4, -9, -1.9, -3, 98, x, 3, 1.4
Cc1nnc(SCC(=O)Nc2nccs2)n1N
 : 2, -9, -1, 1, -1.6, 1, 108, 1, -2, 1.8
COc1ccc(-n2c(N)c(C(=O)Nc3c(C)n(C)n(-c4ccccc4)c3=O)c3nc4ccccc4nc32)cc1
 : -2, -16, 9, 4, -2.3, -4, 124, 1, -3, 3.8
Nc1nnnn1/N=C/c1ccco1
 : 0, -4, -4, -2, 0.2, -9, 101, -2, -2, -0.2
COc1ccccc1CNC(=O)CCNC(=O)C1CCN(S(=O)(=O)c2ccccc2)CC1
 : -3, 1, 0, 0, -2.3, -4, x, 3, -3, -1.5
COc1ccc(CCNc2nc(Cl)nc(NC(C)(C)CO)n2)cc1OC
 : -2, 8, -2, -1, -1.7, -12, 125, -7, -4, 1.2
CCCCN(C(=O)c1cccc(S(=O)(=O)N(C)c2ccc(C)cc2)c1)c1c(N)n(CC(C)C)c(=O)[nH]c1=O
 : 2, 1, -3, -3, 1.0, 3, 96, 0, -8, 0.3
Oc1ccc(/C=N/NC(=S)Nc2cccnc2)cc1O
 : 0, 0, 1, 4, 0.6, -3, 100, 75*, -2, 5.1
COC(=O)c1ccc(CN2CCC(CO)(CCOc3ccccc3)CC2)cc1
 : 0, -7, x, 0, -1.4, 1, 101, -1, 0, 0.9
Nc1ccc2c(c1)[nH]c(=O)c1ccccc12
 : -3, -7, -3, 1, -0.1, -8, x, -2, -5, -0.6
C=CCn1c(SCC(=O)NCC2CCCO2)nc2c([nH]c3ccccc32)c1=O (configuration not stated)
 : 1, 1, 3, 3, -1.4, -7, 106, 0, -1, -0.3
CCCCCOC(=O)C1[C@H]2C(=O)N(Cc3cccs3)C[C@]23C=C[C@H]1O3 (some centres not stated)
 : -2, -10, x, -3, -0.6, -9, 100, -3, -3, -1.3
O=C(O)CC(C(=O)Nc1ccc(F)cc1)C1CCCO1 (configuration not stated)
 : -2, 3, -5, -5, -1.9, -1, 94, x, -3, -0.1
CC(C)C[C@@H](CO)NC(=O)CC[C@H](NC(=O)OC(C)(C)C)C(=O)N(Cc1ccccc1)Cc1ccccc1
 : 1, -9, -1, 2, 0.3, 7, 96, x, -1, -0.2
COc1ccc(S(=O)(=O)NCc2ccccc2)cc1Br
 : -1, 31, 0, -3, -0.4, 4, 105, 0, 2, 3.8
Cc1noc(C)c1COc1ccccc1C(=O)N1CCN(S(=O)(=O)c2cccc(Cl)c2)CC1
 : -3, 5, -3, 1, -1.1, 4, 99, 0, 1, -0.6
O=C(NC1CCCc2c1cnn2-c1cc(F)cc(F)c1)c1ccncc1 (configuration not stated)
 : 2, 25, -3, 4, -0.9, -6, x, -1, -5, -0.8

Some of the entries so far, as comma-separated lines:
canonical_smiles,V-ATPase pH,Arrestin-AP2 inh,CAL PDZ FP-1,DAGLB inhibitor,CAL PDZ FP-2,Cardiac RTF inh,DSG3 Ab inh,NSD2 inh,Keap1-Nrf2 PPI,C-LANA FP
COc1ccccc1N1CCN(C(=O)NCc2ccc(Cl)cc2)CC1,3,11,-3,16,-0.1,-19,100,0,-1,-1.8
COC(=O)c1ccc(CN2CCC(CO)(CCOc3ccccc3)CC2)cc1,0,-7,x,0,-1.4,1,101,-1,0,0.9

(next part)
Results follow in this order: V-ATPase pH, Arrestin-AP2 inh, CAL PDZ FP-1, DAGLB inhibitor, CAL PDZ FP-2, Cardiac RTF inh, DSG3 Ab inh, NSD2 inh, Keap1-Nrf2 PPI, C-LANA FP
Cc1ccc(C)c(N2CCN(S(=O)(=O)c3ccc4c(c3)NC(=O)CS4)CC2)c1
 : 1, -8, -8, 1, -0.9, -5, x, 1, -1, 0.1
O=S(=O)(Nc1ccc(N2CCCCC2)cc1)c1ccc(F)c(F)c1
 : -1, 6, 1, -1, -2.0, 9, 98, 8, -5, 0.3
COc1ccc(CCN=C(N)NS(=O)(=O)c2ccc(C)c(C)c2)cc1OC
 : -3, 5, 0, 0, -1.6, -2, 120, 0, 2, 0.7
COc1ccccc1N(CC(=O)NC1CCCC1)S(=O)(=O)c1cccc(C(F)(F)F)c1
 : -2, 0, x, 1, -0.7, -36, 97, 0, 0, 1.2
O=C(NCc1ccccc1F)C1CCCN(C(=O)Nc2ccccc2)C1 (configuration not stated)
 : x, 7, 17, -1, 0.7, -22, 108, 2, -6, -1.3
Cc1ccc(CNC(=O)C2CCC(=O)N(CCc3cccc(F)c3)C2)s1 (configuration not stated)
 : -5, 27, -2, -1, -0.1, 3, 113, -3, 2, 1.1
O=C(/C=C/c1ccc2ccccc2c1)c1ccoc1
 : 7, -1, -1, 0, 0.3, -16, 112, 18, -8, -1.4
Cc1ccccc1NC(=O)Cc1nc(COC(=O)c2ccc(Cl)c(S(N)(=O)=O)c2)cs1
 : 7, 17, 1, -1, -1.7, -7, 109, 30, -1, -1.2
CC(C)C[C@@H](CNCC(=O)[C@H](CC(C)C)NC(=O)c1[nH]cnc1C(=O)N[C@@H](C)CN)NC(=O)c1nc[nH]c1C(=O)N[C@@H](C)C(=O)O
 : 5, -4, -1, 0, 1.2, -2, 95, x, 0, -1.9
CCCCC(=O)Nc1nnn(CCC)n1
 : 6, 10, 1, -1, -0.3, 0, 94, -1, 0, -0.2
CCc1nn2cc(C(=O)c3cc(C)ccc3O)cnc2c1-c1ccc(F)cc1
 : 4, -11, 0, -2, -0.5, -2, 99, 0, -4, 1.5
COc1ccccc1N1CCN(C2CCCN(C(=O)c3ccoc3)C2)CC1 (configuration not stated)
 : -2, 2, -9, 1, -0.6, 2, x, -4, -1, 0.8
O=C(NCc1ccco1)C1CCN(C(=O)c2ccc([N+](=O)[O-])cc2)CC1
 : -3, 24, x, -5, 0.6, -4, x, 2, -1, 1.9
Cc1csc(SCc2ccc(C(=O)O)cc2)n1
 : 1, 1, -3, 3, 0.4, -6, 98, 20, -2, 0.7
CCOC(=O)C1CCN(S(=O)(=O)c2ccc(Cl)nc2)CC1
 : -1, -16, 6, -1, -0.1, 3, 104, -3, -5, 0.5
COc1cc(OC)cc(C(=O)N2CCN(C3CCC(C)CC3)CC2)c1 (configuration not stated)
 : 1, 6, -1, 1, -0.5, -6, 114, -3, 7, 3.4
Cc1ccc(N2C(=O)C3CCCN3C2=S)cc1Cl (configuration not stated)
 : 0, -6, -3, -4, 0.0, -11, 116, -1, 0, -2.4
O=C(COc1ccccc1)Nn1c(-c2ccccc2)nc2ccccc2c1=O
 : 2, 3, -3, 0, -0.9, 7, 86, -4, -2, 1.2
CCOc1ccc(OCC)c(NC(=O)C2CCCN2S(=O)(=O)c2cccc3cccnc23)c1 (configuration not stated)
 : -1, -7, x, -2, -0.1, -1, 103, x, -2, -0.4
COc1cc(/C=C/C(=O)O)cc(Br)c1O
 : -2, -12, 14, 2, -0.5, 4, 96, 4, 1, 0.6
Cc1cccc(NS(=O)(=O)c2ccc(C)c(C(=O)NCC(c3cccs3)N3CCOCC3)c2)c1 (configuration not stated)
 : -2, 4, -1, -2, -0.7, -2, 101, 1, -4, 0.0
Cc1cccc(C)c1NC(=O)C(NC=O)c1ccc(Cl)cc1 (configuration not stated)
 : -1, -1, -6, 0, -0.5, -3, x, 1, -3, -1.0
Cc1ccc(C(=O)COc2ccc3ccc(=O)oc3c2)cc1
 : -1, 20, -1, 1, -2.5, 0, 91, -1, 0, -0.1
CC1(C)Cc2c(C#N)c(N)sc(=S)c2CO1
 : -3, 17, -2, 1, 0.7, -18, 100, 12, 3, 8.6
Cc1ccc(S(=O)(=O)N2CCN(C(=O)CN3C(=O)NC4(CCOc5ccccc54)C3=O)CC2)cc1 (configuration not stated)
 : -1, 0, 0, -1, -3.0, -9, x, -5, -5, -1.3
O=C(NC1CCN(C(=S)NCc2ccco2)CC1)NC12CC3CC(CC(C3)C1)C2
 : 0, 10, 0, 1, 1.2, -2, 98, x, -9, -0.6
COc1ccccc1NC(=O)NC1CCCc2ccccc21 (configuration not stated)
 : -2, -9, 3, -3, -1.1, 1, 109, -1, 0, 1.7
COc1cccc(N/C(N)=N/c2nc(C(F)(F)F)cc(C(F)(F)F)n2)c1
 : 2, -10, -3, -2, 0.6, 7, 100, 2, 0, 0.1
COc1cc2c(cc1OC)C(C)N(C(=O)c1ccc(Br)o1)CC2 (configuration not stated)
 : -1, 12, -6, -2, -0.3, -1, 103, 0, 2, -1.6
Cn1c(=O)c2[nH]c(=O)cnc2n(C)c1=S
 : 5, 1, -6, 0, -0.4, 4, 104, 5, -6, 8.8
CC(C)Sc1nc(N)nc(-c2cccs2)c1C#N
 : -3, 6, -9, -5, -2.5, -3, 90, 0, -4, -2.6
O=C(/C=C/c1ccccc1)NNc1ccc(Cl)cc1
 : -3, -13, x, 1, 0.7, -6, 105, 1, -8, 1.1
COc1ccc(C)cc1NC(=O)CSc1nnc(-c2ccc(OC)c(OC)c2)n1N
 : 2, 6, -3, -2, -0.5, -8, x, 23, 3, -1.1
CC(C)CN(C(=O)C1CC1)c1c(N)n(Cc2ccccc2)c(=O)[nH]c1=O
 : -4, 2, -5, 0, -2.0, -4, 93, 0, -1, 0.0
NS(=O)(=O)c1ccc(NS(=O)(=O)c2ccc3c(c2)OCCO3)cc1
 : 1, -4, -4, -3, -0.2, -15, 102, -2, 0, -2.1

Bioassay records as filed in PubChem BioAssay.

Not all compounds are listed. The share of hits here may be higher or lower than overall.
